Compound activity (PubChem BioAssay)
rCAG RNA binder: binds r(CAG) RNA repeats; AID 651821; inhibition, % at 3 µM; 1.3% of 370,000 active; r(CAG) RNA repeat, TO-PRO-1 dye displacement fluorescence;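 active = inhibition above the plate cutoff, the mean of all test compounds on that plate plus 3 SD, cut at about 35% in these data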;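 also: 0% = DMSO alone and 100% = 100 µM mitoxantrone as full dye displacement; higher means more dye released from RNA so lower well fluorescence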
ASAP1 inh: ASAP1 ArfGAP inhibition; inhibition, % at 16.5 µM; ASAP1-stimulated ARF1 GTP hydrolysis, GDP FP detection; Q9ULH1; AID 624377; 0.19% of 360,000 active; in the data active = inhibition above about 25%;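 also: 0% = vehicle with enzyme and substrate and 100% = no enzyme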
NPR1 activator: GC-A (human) enzyme activation | P16066 | HEK293 GC-A cells, cGMP TR-FRET, EC30 ANP; 0% at EC30 ANP, 100% saturating ANP | activation, % at 10 µM | 0.14% of 370,000 active; in the data active = activation above about 40%
Target sequence (P16066 whole entry, looked up): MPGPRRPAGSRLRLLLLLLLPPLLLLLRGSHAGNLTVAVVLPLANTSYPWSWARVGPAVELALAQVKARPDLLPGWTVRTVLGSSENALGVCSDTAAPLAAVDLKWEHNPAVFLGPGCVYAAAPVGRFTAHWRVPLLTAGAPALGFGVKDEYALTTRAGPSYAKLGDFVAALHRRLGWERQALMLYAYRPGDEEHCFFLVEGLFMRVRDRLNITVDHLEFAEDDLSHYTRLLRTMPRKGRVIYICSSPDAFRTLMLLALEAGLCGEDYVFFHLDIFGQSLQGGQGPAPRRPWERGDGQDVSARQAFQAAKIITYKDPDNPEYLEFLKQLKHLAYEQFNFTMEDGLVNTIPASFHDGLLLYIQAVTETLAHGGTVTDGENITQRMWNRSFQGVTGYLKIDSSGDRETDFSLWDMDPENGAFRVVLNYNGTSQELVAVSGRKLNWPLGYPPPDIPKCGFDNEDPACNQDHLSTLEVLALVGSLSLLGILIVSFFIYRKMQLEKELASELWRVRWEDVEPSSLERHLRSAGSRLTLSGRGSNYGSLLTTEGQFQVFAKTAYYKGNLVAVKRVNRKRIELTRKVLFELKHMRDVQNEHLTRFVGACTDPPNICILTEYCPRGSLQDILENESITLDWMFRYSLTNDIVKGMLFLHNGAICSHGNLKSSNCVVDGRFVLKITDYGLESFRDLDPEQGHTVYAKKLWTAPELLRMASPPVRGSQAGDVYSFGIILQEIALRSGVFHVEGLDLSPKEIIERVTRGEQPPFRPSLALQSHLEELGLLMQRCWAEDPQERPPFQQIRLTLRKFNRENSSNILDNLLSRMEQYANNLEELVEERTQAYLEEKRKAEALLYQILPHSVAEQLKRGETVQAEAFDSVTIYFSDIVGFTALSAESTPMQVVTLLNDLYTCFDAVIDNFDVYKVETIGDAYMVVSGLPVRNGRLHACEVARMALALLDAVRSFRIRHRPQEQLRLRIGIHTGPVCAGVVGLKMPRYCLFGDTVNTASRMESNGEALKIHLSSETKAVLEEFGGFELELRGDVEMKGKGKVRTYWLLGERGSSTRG
proKLK7 act: proKLK7 (human) activation, primary screen. purified proKLK7, EDANS-DABCYL substrate fluorescence; 100% is mature enzyme control, 0% vehicle. activation, % at 7 µM. 0.9% of 370,000 active. AID 652039;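 active = activation above the mean of all tested compounds plus 3 SD, computed per campaign excluding outliers beyond control limits, cut at about 13% in these data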
HGIII-sPLA2 inh: Blocks human group III sPLA2 activity; Q9NZ20; QFRET BODIPY PC-A2 liposome hydrolysis, fluorescence; inhibition, % at 12.2 µM; 0.56% of 370,000 active;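 active = inhibition above mean plus 3 SD of compounds lying within the high and low control bounds, cut at about 19% in these data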;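 also: 0% = median of test compound wells and 100% = no enzyme DMSO wells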
ARFGAP1 inh: inhibits rat ARF GTPase activating protein 1; Arfgap1-stimulated ARF1 GTP hydrolysis, GDP FP detection; 0.26% of 360,000 active; AID 651572; inhibition, % at 16.5 µM; Q62848;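 active = inhibition above a per-plate limit, mean inhibition of low control wells plus 3 SD, cut at about 25% in these data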;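 also: 0% = DMSO wells with enzyme and 100% = wells lacking Arfgap1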
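system = rat Arfgap1 catalytic domain, aa 1-136 | technique = FP, GDP Alexa 633 tracer displaced from anti-GDP antibody, 620/688 nm | compound = one concentration, 16.5 µM, DMSO 1.26% | medium = HEPES-based buffer, pH 7.5 | timing = compound-enzyme preincubation 20 min, reaction 120 min, detection 60 min, 25 °C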
Tn6 DDE FP: DD(E)-Tn6 binding inhibition, primary FP screen; P02675; Fibrin DD(E) TRITC-Tn6 fluorescence polarization displacement; inhibition, % at 8.3 µM; 0.21% of 370,000 active;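 active = inhibition above a per-campaign cutoff: mean of compounds within control limits plus 3 SD, cut at about 15% in these data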;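 also: 0% = median of all compound wells on the plate and 100% = blocking peptide control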
GC-B act: GC-B (human) receptor activation. P20594. HEK293-GC-B cells, CNP EC30, cGMP TR-FRET; 0% at EC30 CNP, 100% saturating CNP. activation, % at 10 µM. AID 1920062. 0.11% of 370,000 active;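 active = activation at 10 µM reaching about 35% in either raw or pattern-adjusted values, limit read from the data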
GAA850 FXN act: increases GAA850 frataxin promoter reporter activity. activation, % at 6 µM. 0.56% of 360,000 active. AID 540364. HEK293 lucGAA850 FXN promoter luciferase reporter, 24 h; percent of 10 µM SAHA response;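 active = activation above the average of all compounds screened plus 3 SD, cutoff fixed separately per campaign, cut at about 7.5% in these data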;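 also: 0% = DMSO wells and 100% = 10 µM SAHA wells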
ADAM10 inh: inhibits human ADAM10. AID 720582. 0.62% of 370,000 active. inhibition, % at 7 µM. recombinant ADAM10, EDANS/DABCYL FRET peptide cleavage, 3 h;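 active = inhibition above a per-campaign cutoff equal to the mean of compounds falling between control-based bounds plus 3 SD, cut at about 20% in these data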;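 also: 0% = DMSO wells while the 100% control is not disclosed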
The depositor's hits bear a star; · = not tested or not shown.

SMILES | rCAG RNA binder | ASAP1 inh | NPR1 activator | proKLK7 act | HGIII-sPLA2 inh | ARFGAP1 inh | Tn6 DDE FP | GC-B act | GAA850 FXN act | ADAM10 inh
COc1cnc(-c2ccccn2)nc1NC(C)C | -2 | -8 | 3 | 1.6 | 2 | 4 | 3 | 4 | -0.6 | -63
O=C(COc1ccc2c(c1)OCO2)NCc1cccs1 | 4 | 19 | 1 | -0.2 | 5 | 1 | 4 | 0 | 2.3 | -13
O=C(Cn1nc(C(=O)O)c2ccccc2c1=O)Nc1ccc(Br)cc1 | 20 | 2 | 3 | 0.4 | 13 | 12 | -4 | -1 | 2.4 | -3
Cc1ccc(S(=O)(=O)C2(C(=O)NC3CCCC3)CC2)cc1 | 0 | -15 | 4 | 0.2 | -2 | 6 | 4 | 8 | -0.9 | -2
COc1ccc(S(=O)(=O)CC(=O)Nc2ccccc2Cl)cc1 | -1 | -3 | 2 | -0.2 | -3 | 2 | -5 | -3 | 2.4 | -1
S=C1NCCOCCOCCOCCNC(=S)NCCOCCOCCOCCN1 | -5 | -13 | 4 | 0.1 | 5 | 5 | -2 | 4 | 2.8 | 3
Nc1c(NCCN2CCOCC2)c2ccccc2oc1=O | 4 | -9 | 2 | -0.6 | 2 | -5 | 5 | -6 | -1.8 | -9
CCSc1nc2sc3c(c2c(=O)n1CC)CC(C)(C)OC3 | -7 | -7 | -1 | -0.7 | 5 | 4 | -1 | 1 | 0.3 | -2
CC(C)c1ccc(C(=O)N2CCCC(c3cc(C(=O)NCc4ccccc4)no3)C2)cc1 (stereo not drawn) | 2 | -7 | 5 | -0.4 | -13 | -2 | -1 | 1 | -0.1 | 10
O=C(COc1ccccc1-c1ccccc1)N/N=C/c1ccncc1 | -3 | 15 | -11 | -0.4 | -6 | 4 | 0 | -14 | -0.1 | 0
Cc1ccc(/C=C/C(O)=C2/C(=O)N(C)C3(C)CC2c2ccccc2O3)cc1 (stereo not drawn) | 0 | 2 | · | 0.4 | -4 | -2 | -6 | · | 2.2 | -14
CCOC(=O)C1CCN(c2nc3cc(OC)ccc3cc2C#N)CC1 | -6 | 4 | -3 | -12 | -14 | -8 | 0 | 0 | 1.7 | -226
Cc1[nH]n(C2=NCCS2)c(=O)c1N=Nc1cccc(C(F)(F)F)c1 | 6 | -4 | -4 | -0.5 | -6 | 1 | -1 | -4 | -1.9 | -3
Cc1cc(=O)oc2cc(OCC(O)CN3CCN(c4ccc(F)cc4)CC3)ccc12 (stereo not drawn) | -6 | -1 | -4 | -0.2 | 2 | 13 | 7 | -2 | -2.8 | -21
O=C1c2nccnc2C(=O)N1Cc1ccccc1 | 1 | -4 | 2 | 0.6 | 8 | 6 | 3 | 1 | -2.0 | -13
Clc1ccc(CN2CCN(/N=C/c3ccco3)CC2)cc1 | -5 | 1 | 1 | 0.1 | 5 | -4 | -4 | 2 | 0.6 | -9
CCN(CC(=O)Nc1ccc(OC)cc1)C(=O)c1ccccc1Sc1ccccc1C#N | -5 | -7 | 1 | -0.5 | 7 | -12 | 8 | -4 | -0.3 | 1
Cc1cc(C)n2nc(SCn3nnc4ccccc4c3=O)nc2n1 | 0 | 8 | 0 | -0.2 | 3 | -1 | 4 | 5 | -1.6 | 2
CCn1c(CNC(=O)c2ccco2)nnc1SCC(=O)c1ccccc1 | -5 | -9 | 4 | -0.1 | -8 | 4 | 3 | 4 | -0.5 | -1
Cc1sc2cc3c(c(C(=O)c4ccccc4)[n+]2c1C)-c1cccc2cccc-3c12 | 19 | -2 | -36 | 0.4 | 19 | 0 | 0 | -13 | · | -23
Cc1cccc(C=CC(=O)c2ccc(Cl)cc2)c1 | 0 | 3 | 3 | 0.0 | -4 | 3 | -1 | -1 | 3.7 | -3
CN1CCN(CCNC(=O)Nc2ccc([N+](=O)[O-])cc2)CC1 | 5 | 1 | 0 | 1.1 | -2 | 9 | 0 | 3 | -0.7 | 3
COc1ccc(S(=O)(=O)N2CCCC2CNC(=O)C(=O)Nc2ccc(C)cc2)cc1 (stereo not drawn) | 0 | -2 | 0 | 0.6 | -2 | -5 | 1 | 4 | -3.0 | -1
CCOc1ccccc1CN1CCN(Cc2cc3ccccc3[nH]2)CC1CCO (stereo not drawn) | -6 | -3 | -7 | -0.7 | -19 | 8 | -4 | -6 | -2.1 | -12
Cn1c(SCC(=O)N2c3ccccc3Sc3ccc(Cl)cc32)nnc1-c1ccco1 | -4 | 0 | -32 | 0.2 | 2 | 4 | -3 | -13 | -1.6 | 0
CC(C)(C)n1ncc2c(=O)n(CC(=O)Nc3ccc4c(c3)OCCO4)cnc21 | 0 | 9 | 3 | -0.1 | -7 | 1 | 1 | 1 | 0.9 | 3
O=C(O)c1cccc2c1-c1ccccc1/C2=N\Nc1ccccc1 | 29 | 8 | 1 | -0.2 | -20 | 7 | 1 | -4 | 4.4 | -12
Cc1oc(-c2ccccc2F)nc1CS(=O)(=O)CC(=O)NCCCN1CCN(C)CC1 | 2 | 17 | 3 | -0.1 | -1 | 4 | -3 | 2 | 1.2 | -4
CSc1ccccc1C(=O)NCCS(=O)(=O)N1CCN(c2ccc(F)cc2)CC1 | -3 | 10 | 2 | 0.0 | 0 | -11 | 1 | 1 | -0.9 | 5
O=c1cc(O)nc(-c2ccccc2)s1 | -1 | 6 | 8 | -0.8 | 0 | 6 | 3 | 2 | 3.0 | -4
CC1CCCN(C(=O)c2ccc(NS(=O)(=O)c3ccc4[nH]c(=O)[nH]c4c3)cc2)C1 (stereo not drawn) | -5 | 1 | 1 | -0.3 | -2 | 3 | -4 | -3 | 0.4 | -9
CCn1c(/C=C/N(C)c2ccccc2)[n+](CC)c2ccc(Cl)cc21 | 2 | -2 | 5 | -0.7 | 0 | 3 | -6 | 4 | 3.1 | -8
COc1cc(/C=C/C(=O)OCC(=O)Nc2ccc(S(N)(=O)=O)cc2)ccc1O | 8 | 2 | 0 | 1.1 | -13 | 22 | -2 | 0 | 1.9 | -38
O=C(NC(=S)Nn1cnnc1)c1ccccc1Cl | 2 | 4 | -1 | 0.0 | 2 | 6 | 3 | 5 | 0.1 | -6
Cc1ccc(S(=O)(=O)n2nc(OC(=O)c3c(F)cccc3Cl)cc2N)cc1 | 7 | -11 | 0 | 0.4 | -11 | 6 | 3 | 3 | -0.8 | 16
CCN(CC)C(=O)CN1C(=O)NC2(CCc3ccccc3C2)C1=O (stereo not drawn) | -5 | 13 | -3 | 0.2 | 1 | 3 | 6 | -5 | 0.7 | -4
O=C(N/N=C/c1cc2cc3c(cc2nc1Cl)OCO3)c1ccncc1 | 3 | 9 | -2 | -0.8 | -7 | 7 | -2 | -1 | -1.9 | 3
O=C(NCCc1ccccc1F)c1ccc2c(c1)OCCO2 | -3 | 14 | -1 | -0.7 | 14 | -3 | 1 | 4 | -13 | 3
FC(F)(F)Oc1ccccc1C(c1nnnn1-c1ccc2c(c1)OCCO2)N1CCN(C/C=C/c2ccccc2)CC1 (stereo not drawn) | 4 | -4 | 3 | 0.3 | -23 | 4 | 7 | 0 | · | 6
O=C(NCc1ccc2c(c1)OCO2)C1CCN(c2ccc(S(=O)(=O)N3CCCC3)cc2)CC1 | 3 | 14 | 0 | 0.2 | -7 | 11 | 5 | -2 | -1.2 | 4

Copied from the list:
COc1ccc(S(=O)(=O)CC(=O)Nc2ccccc2Cl)cc1 – GAA850 FXN act: 2.4
CCOc1ccccc1CN1CCN(Cc2cc3ccccc3[nH]2)CC1CCO (stereo not drawn) – ASAP1 inh: -3
O=C1c2nccnc2C(=O)N1Cc1ccccc1 – ARFGAP1 inh: 6

Part of the list above, reduced to proKLK7 act, rCAG RNA binder and Tn6 DDE FP:
Compound,proKLK7 act,rCAG RNA binder,Tn6 DDE FP
CN1CCN(CCNC(=O)Nc2ccc([N+](=O)[O-])cc2)CC1,1.1,5,0
COc1ccc(S(=O)(=O)N2CCCC2CNC(=O)C(=O)Nc2ccc(C)cc2)cc1 (stereo not drawn),0.6,0,1

Further compounds follow.
SMILES | rCAG RNA binder | ASAP1 inh | NPR1 activator | proKLK7 act | HGIII-sPLA2 inh | ARFGAP1 inh | Tn6 DDE FP | GC-B act | GAA850 FXN act | ADAM10 inh
CCOc1ccc(S(=O)(=O)NCCC(=O)NC2CCC(C)CC2)cc1 (stereo not drawn) | -1 | -5 | 2 | -0.3 | -2 | -2 | 5 | 8 | -1.2 | 3
COc1cc(/C=N/S(=O)(=O)CCc2ccccc2)cc(OC)c1O | -1 | -14 | -2 | -0.4 | 4 | -9 | 4 | -2 | -2.0 | 5
Cc1ccccc1-c1cc2nc(OCC3CCCO3)n(C)c(=O)c2s1 (stereo not drawn) | 1 | -4 | -2 | -0.4 | 2 | -4 | 0 | -5 | 1.9 | -13
O=C(Nc1ccc(F)cc1)N1CCC(c2nc3c(nnn3Cc3ccccc3Cl)c(=O)[nH]2)CC1 | 13 | -11 | -3 | -0.1 | -5 | -12 | -1 | 2 | -0.8 | 3
COc1ccc(C(=O)N(Cc2ccccc2)c2cccc(C)c2)cc1 | -5 | -4 | -8 | 0.1 | -2 | 8 | 17* | -7 | 1.2 | -10
CCN(C[C@H]1N[C@@](Cc2ccccc2)(C(=O)OC)[C@H]2C(=O)N(Cc3ccccc3)C(=O)[C@@H]12)C(=O)c1ccccc1 | 0 | 2 | -1 | 0.0 | -3 | -9 | 6 | 1 | -3.5 | 1
CCCCOc1cccc(C(=O)Nc2ccc(S(=O)(=O)Nc3nnc(CC)s3)cc2)c1 | 80* | -4 | -4 | 0.4 | -118 | -4 | 0 | -2 | 1.5 | 21*
O=c1cc(C2CCCCC2)[nH]c(=O)[nH]1 | 3 | 2 | -1 | 0.6 | -2 | 10 | 0 | -2 | -1.3 | -1
Cc1cc(CN(C)C(=O)c2ccc3nc(Cc4ccccc4F)oc3c2)on1 | -4 | -12 | 1 | -0.2 | -15 | 6 | -2 | 3 | 3.0 | 3
CCCn1c(Cc2ccccc2)nnc1SC(C)C(=O)NC1CC1 (stereo not drawn) | 0 | 5 | 1 | 0.4 | 7 | 5 | -5 | 2 | 0.9 | -9
CC(=O)O[C@H]1C[C@@]2(O)[C@@H](OC(=O)c3ccccc3)C3[C@@](C)([C@@H](O)C[C@H]4OC[C@@]34OC(C)=O)[C@@H](O)[C@H](OC(C)=O)C(=C1C)C2(C)C (stereo partly drawn) | -6 | 4 | 1 | -0.2 | 3 | 7 | -8 | -4 | 0.5 | -4
CCc1ccc(NC(=O)C(C)Oc2nnc(-c3cccs3)c(-c3cccs3)n2)cc1 (stereo not drawn) | 9 | 1 | -4 | -3.4 | -9 | 0 | -1 | -1 | 1.8 | 17
CN(C)c1cccc2c1c(NC(=O)Nc1ccc(F)cc1F)nn2C | -2 | -5 | -1 | -0.4 | 7 | -1 | -2 | -8 | 1.4 | -18

Filtered by structure: the compounds so far with a COOH group (two)
SMILES | rCAG RNA binder | ASAP1 inh | NPR1 activator | proKLK7 act | HGIII-sPLA2 inh | ARFGAP1 inh | Tn6 DDE FP | GC-B act | GAA850 FXN act | ADAM10 inh
O=C(Cn1nc(C(=O)O)c2ccccc2c1=O)Nc1ccc(Br)cc1 | 20 | 2 | 3 | 0.4 | 13 | 12 | -4 | -1 | 2.4 | -3
O=C(O)c1cccc2c1-c1ccccc1/C2=N\Nc1ccccc1 | 29 | 8 | 1 | -0.2 | -20 | 7 | 1 | -4 | 4.4 | -12
